Screens (PubChem)
TRHR enhancer: allosteric enhancers of human TRH receptor. enhancement, % at 2 µM. P34981. TRHR cells, fluo-8 calcium fluorescence, EC20 TRH enhancement. 360,000 tested, 0.66% active; in the data active means enhancement above about 30%; further: 0% is about no effect
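Enhancer read-out: after compound pinning and an initial kinetic agonist-mode read, an EC20 of TRH (10 nM final) was injected and fluo-8 calcium signal (Ex 480/Em 530) followed at 1 s/cycle for 100 cycles in TRHR-expressing cells.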
D1 ag: human D1 receptor agonism. P21728. activation, % at 2 µM. HEK293 T-REx D1 cells, calcium flux, agonist mode. AID 504660. 360,000 tested, 1% active; in the data active means activation above about 30%; further: 0% is about no effect
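Agonism was scored from calcium flux recorded over 180 s (1 read/s) after pintool compound addition, following a 10-cycle baseline. Cells were inducible force-coupled HEK293 TREx D1, plated overnight at 30 C and loaded with no-wash calcium dye.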
D2 PAM: positive allosteric modulators of human D2 dopamine receptor; HEK293 T-REx D2, calcium flux, EC20 dopamine potentiation; potentiation, % at 10 µM; 340,000 tested, 0.34% active;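 active means potentiation over 3 SD above the plate norm, cut at about 30% in these data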; further: 0% is about no effect
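Calcium flux readout, no-wash dye, 1 read/s. Inducible HEK293 Trex D2 line, overnight 30 C. Compound alone 180 s (agonist flags), then EC20 dopamine, another 180 s to score potentiation.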
RXFP1 antag: blocks the human relaxin receptor RXFP1 | Q9HBX9 | HEK293-RXFP1, relaxin-stimulated cAMP HTRF, 30 min; stronger effect = lower value | activity change, negative = inhibition, % at 57.5 µM | 350,000 tested, 0.59% active | AID 1259400;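 active means activity change of -60% or lower, but not beyond a set lower limit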; further: on the % scale 0 is the no-effect control and ±100 the full control effect
Target sequence (Q9HBX9 whole entry, looked up): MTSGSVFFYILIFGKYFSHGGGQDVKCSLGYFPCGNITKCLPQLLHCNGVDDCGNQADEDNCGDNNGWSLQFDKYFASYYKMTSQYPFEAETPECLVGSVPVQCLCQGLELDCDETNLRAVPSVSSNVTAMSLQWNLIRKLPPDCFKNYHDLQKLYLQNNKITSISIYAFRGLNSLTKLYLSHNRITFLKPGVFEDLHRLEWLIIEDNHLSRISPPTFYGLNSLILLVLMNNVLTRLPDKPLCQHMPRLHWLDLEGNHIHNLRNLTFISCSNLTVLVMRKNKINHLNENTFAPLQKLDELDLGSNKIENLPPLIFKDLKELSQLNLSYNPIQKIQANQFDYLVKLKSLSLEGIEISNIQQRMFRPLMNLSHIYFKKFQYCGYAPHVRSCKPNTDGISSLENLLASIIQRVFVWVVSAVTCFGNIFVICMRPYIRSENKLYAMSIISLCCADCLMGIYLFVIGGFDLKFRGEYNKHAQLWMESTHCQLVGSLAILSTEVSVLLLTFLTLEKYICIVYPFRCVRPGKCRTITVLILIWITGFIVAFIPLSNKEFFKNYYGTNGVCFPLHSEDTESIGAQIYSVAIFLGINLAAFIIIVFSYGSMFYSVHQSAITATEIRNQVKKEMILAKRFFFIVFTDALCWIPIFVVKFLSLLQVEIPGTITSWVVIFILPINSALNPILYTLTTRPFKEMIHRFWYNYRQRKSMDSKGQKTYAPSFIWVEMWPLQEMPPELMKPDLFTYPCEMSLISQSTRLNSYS
D1 potentiator: potentiators of human D1 dopamine receptor | P21728 | 360,000 tested, 0.036% active | potentiation, % at 10 µM | HEK293 TREx D1 cells, calcium flux, dopamine EC20 potentiation; in the data active means potentiation above about 30%; further: 0% is about no effect
D1 antagonist: human D1 dopamine receptor antagonism; 360,000 tested, 3.2% active; activity change, negative = inhibition, % at 10 µM; HEK293 TREx D1 cells, calcium flux, dopamine EC80; stronger effect = lower value; P21728; in the data active means activity change below about -30%; further: on the % scale 0 is the no-effect control and ±100 the full control effect
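Tetracycline-induced HEK293 Trex D1 cells, force-coupled to calcium, dye-loaded; compounds added and read 180 s, then EC80 dopamine added and calcium flux tracked kinetically another 180 s.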
RXFP1 ag: activates the human relaxin receptor RXFP1; AID 2676; 370,000 tested, 0.3% active; Q9HBX9; Potency, µM (titrated, usually from 57.5 µM), without a hit: at the top dose activation, most hits filed as activators; HEK293T-RXFP1 cAMP TR-FRET, 30 min; response scale: percent of porcine relaxin response, buffer zero; active means well fitted activation curve with a large enough effect; further: potency means the concentration at half of the fitted maximal effect; on the % scale 0 is the no-effect control and ±100 the full control effect; nearly all actives have a fitted effect of over 60% in size; many of its hits are not listed in these tables
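cAMP rise read by TR-FRET after 30 min, 37C compound exposure (up to 58 uM) in RXFP1-transfected HEK293 cells with Ro 20174 present. EC50 from Hill-equation fits, with 29 nM porcine relaxin as 100% and buffer as basal.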
D2 antag: antagonizes the human D2 dopamine receptor; P14416; HEK293 TREx D2 cells, calcium flux, dopamine EC80; inhibition, % at 10 µM; 340,000 tested, 2% active; AID 485344; in the data active means inhibition above about 30%; further: 0% is about no effect
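Measurement of antagonist activity uses fluorescent calcium dye in inducible HEK293 T-REx D2 cells: 10 s baseline, compound addition with 180 s read, EC80 dopamine addition with a further 180 s read.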
D2 ag: agonists of human D2 dopamine receptor; HEK293 T-REx D2 cells, calcium flux agonist mode; activation, % at 2 µM; 340,000 tested, 0.53% active; AID 485358;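 active means activation over 3 SD above normal in the single-dose calcium agonist read, cut at about 30% in these data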; further: 0% is about no effect
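Tetracycline-induced HEK293 Trex cells with D2 receptor force-coupled to calcium signaling, plated overnight at 30 C and loaded with no-wash calcium dye. Calcium flux read kinetically for 180 s after compound addition; responses flag agonists.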
An asterisk follows results filed as active; x = not tested or not shown; & = joins results of further samples.

Start of the data: the first 7 compounds as a preview:
SMILES	TRHR enhancer	D1 ag	D2 PAM	RXFP1 antag	D1 potentiator	D1 antagonist	RXFP1 ag	D2 antag	D2 ag
COc1ccc(NC(=O)CN2C3CCC2CC(O)(c2cccnc2)C3)cc1OC (stereo unspecified)	2	1	-16	1	-2	13	1.4%	-9	-1.9
Nc1c(Cl)cc([N+](=O)[O-])cc1Cl	2	1	5	x	-6	-8	-1.5%	12	-0.1
CCOc1ccc(N=Cc2c(O)n(-c3ccc(C)c(C)c3)c(=O)[nH]c2=O)cc1	-9	0	2	-18	2	-6	0.3%	15	-0.2
CCOC(=O)c1cc(C)n(CCc2cnc[nH]2)c1C	6	16	5	0	-7	-27	2.8%	-13	0.5
COC(=O)C1=C(c2cccc3c2S(=O)(=O)c2ccccc2-3)C[C@@H]2CC[C@H]1N2C(=O)N1CCOCC1	3	1	1	x	2	7	1.0%	0	0.0
CC1=CC(=O)C2=C(C)C[C@H](O)[C@@H]3[C@H](OC(=O)[C@H]3C)[C@@H]12	-5	-3	9	x	-7	29	0.2%	-8	0.7
O=C1C(=O)c2ccccc2-c2ccccc21	-5	1	15	x	3	12	0.1%	-30	-1.5

Main list (from the top)
SMILES	TRHR enhancer	D1 ag	D2 PAM	RXFP1 antag	D1 potentiator	D1 antagonist	RXFP1 ag	D2 antag	D2 ag
COc1ccc(NC(=O)CN2C3CCC2CC(O)(c2cccnc2)C3)cc1OC (stereo unspecified)	2	1	-16	1	-2	13	1.4%	-9	-1.9
Nc1c(Cl)cc([N+](=O)[O-])cc1Cl	2	1	5	x	-6	-8	-1.5%	12	-0.1
CCOc1ccc(N=Cc2c(O)n(-c3ccc(C)c(C)c3)c(=O)[nH]c2=O)cc1	-9	0	2	-18	2	-6	0.3%	15	-0.2
CCOC(=O)c1cc(C)n(CCc2cnc[nH]2)c1C	6	16	5	0	-7	-27	2.8%	-13	0.5
COC(=O)C1=C(c2cccc3c2S(=O)(=O)c2ccccc2-3)C[C@@H]2CC[C@H]1N2C(=O)N1CCOCC1	3	1	1	x	2	7	1.0%	0	0.0
CC1=CC(=O)C2=C(C)C[C@H](O)[C@@H]3[C@H](OC(=O)[C@H]3C)[C@@H]12	-5	-3	9	x	-7	29	0.2%	-8	0.7
O=C1C(=O)c2ccccc2-c2ccccc21	-5	1	15	x	3	12	0.1%	-30	-1.5
COc1ccc(CN2CCN(c3ccccc3F)CC2)cc1O	3	2	x	-7	-5	-10	0.2%	x	x
O=C(c1ccc2c(c1)N(Cc1ccc(F)cc1)CCS2)N1CCC2(CC1)OCCO2	1	0	5	-12	-5	2	11%	-1	0.0
CCCCCCN=C(C)c1c(O)n(Cc2ccccc2)c(=O)[nH]c1=O	0	5	-9	-16	10	7	-3.6%	0	-1.2
CCN1CCN(c2nc3ccccc3s2)CC1	1	1	-14	-14	3	3	1.6%	-23	1.1
Cc1cccn2c(=O)c3c(nc12)N1CCC(Cc2ccccc2)CC1C1(C3)C(=O)N(C)C(=O)N(C)C1=O (stereo unspecified)	-2	4	-11	2	-2	19	5.9%	-1	-1.9
COc1cc2[nH]c(=S)n(-c3ccccc3)c(=O)c2cc1OC	1	0	-1	-4	-3	-11	5.4%	-5	-0.2
CCOc1cc(/C=C2\C(=O)NC(=O)N(CCc3ccc(F)cc3)C2=O)ccc1O	1	3	-4	3	1	-6	0.0%	-3	0.9
CCOC(=O)CNC(=O)CSP(=S)(OCC)OCC	15	1	18	-12	4	7	1.4%	-14	-0.6
O=C(Nc1ccccc1)N1CC2CC(C1)c1cccc(=O)n1C2 (stereo unspecified)	0	0	-5	3	-5	x	-0.5%	15	1.0
Cc1cc(OCc2nn[nH]n2)c2c3c(c(=O)oc2c1)CCCC3	-1	0	18	-3	-1	2	1.8%	x	x
CCCCn1c(=O)c(C(=O)NCc2ccc(Cl)cc2)c(O)c2ccccc21	-2	3	-2	0	8	-15	-0.6%	7	-0.1
Cc1ccc(C(=O)N/C(=C\Cl)P(=O)(c2ccccc2)c2ccccc2)cc1	4	0	-4	-9	-2	-1	2.0%	18	-0.3
Cc1ccc2c(c1)CC1(CN2C)C(=O)NC(=O)N(c2ccc(C)c(C)c2)C1=O (stereo unspecified)	2	1	-3	6	10	-3	2.2%	3	-0.1
O=C(CCl)Nc1nccs1	-1	3	-1	0	9	13	0.5%	3	2.1
Cc1cc(N(CCCl)CCCl)ccc1/C=N/NC(=O)c1ccco1	3	0	21	-3	6	-4	-0.4%	x	x
CCN1CCN(S(=O)(=O)c2ccc(Cl)c(C(=O)Nc3ccc(C(=O)N(CC)CC)cc3)c2)CC1	0	2	-11	-5	-9	0	-0.2%	1	0.1
COc1ccc2c(c1)CC1(CN2C)C(=O)NC(=O)N(CCc2ccccc2)C1=O (stereo unspecified)	4	0	7	2	9	-1	0.5%	-32	0.2
CCCCOC(=O)C1=C(N)OC2=C(C(=O)CCC2)[C@]12C(=O)N(C)c1ccccc12	-2	0	0	-3	-3	-13	1.6%	9	-2.5
Next section.
SMILES	TRHR enhancer	D1 ag	D2 PAM	RXFP1 antag	D1 potentiator	D1 antagonist	RXFP1 ag	D2 antag	D2 ag
COc1ccc(CCNCc2ccsc2)cc1OC	-2	4	-5	5	-5	-5	0.5%	-10	0.4
OC1(CN2CCOCC2)C2CC3CC(C2)CC1C3 (stereo unspecified)	-1	2	-18	-4	-2	-6	0.1%	-12	0.4
COc1ccc2c(c1OC)CN1CCc3cc4c(cc3C1C2)OCO4 (stereo unspecified)	-4	1	-22	14&11	-9	-80*	-0.4%	86*	0.2
CC1(C)N(O)C2CCCCC2N1O (stereo unspecified)	4	3	1	-1	4	20	-1.0%	-8	-1.3
CCC1(C2=NCCN2)Cc2ccccc2O1 (stereo unspecified)	-3	1	18	7	-4	8	-1.6%	2	0.9
Nc1c(C(=O)NCCc2ccccc2)c2nc3ccccc3nc2n1CCN1CCOCC1	9	2	x	4	-5	-21	0.0%	x	x
N=C1C(c2ccccc2)=C(O)CN1Cc1ccco1	-3	1	1	-5	-1	9	-0.5%	x	x
CCOC(=O)C1=C(N)OC2=C(C(=O)CCC2)C12C(=O)Nc1ccccc12 (stereo unspecified)	-2	-1	1	5	0	-3	1.1%	-3	0.0
C=CCn1c(O)c(C(C)=NCCc2c[nH]c3ccccc23)c(=O)[nH]c1=O	-3	7	2	23	0	0	1.0%	-7	1.7
Nc1c(C(=O)OCC2CCCO2)c2nc3ccccc3nc2n1Cc1cccs1 (stereo unspecified)	6	17	x	-1	1	-1	5.2%	x	x
COc1ccccc1N1CCN(Cc2ccc(SC)cc2)CC1	-2	3	-21	-14	-6	-27	-1.5%	79*	-1.1
CCOP(=O)(OCC)C(Cc1ccccc1)NC(C)=O (stereo unspecified)	4	3	x	-2	-1	8	1.4%	x	x
COc1ccc(C(CNC(=O)Cc2ccc(Cl)c(Cl)c2)N2CCCCC2)cc1 (stereo unspecified)	-2	8	-20	-22	4	3	-0.1%	2	-0.3
Oc1ccc(/C=N/NP(=S)(c2ccccc2)c2ccccc2)cc1	-4	-3	-6	-6	-2	6	0.4%	-6	0.3
Cc1ccc(N2C(=O)NC(=O)/C(=C\c3cc(C)n(-c4ccc(C(=O)O)cc4)c3C)C2=O)cc1	2	1	-5	-5	5	26	-0.1%	13	-0.2
CCc1cc2c(N3CCN(C)CC3)ncnc2s1	4	1	-17	11	-8	16	0.2%	-7	0.8
COc1ccc2c(c1)c(CCN)c(C)n2Cc1ccccc1	0	29	2	-23	-6	6	1.1%	x	x
CC(=O)OC1(c2ccccc2)CCN(C)CC1(C)C (stereo unspecified)	-3	3	1	3	-7	7	0.6%	-4	0.5
CCC(=O)c1cn(Cc2ccccc2C#N)c2ccccc12	-1	1	1	11	-6	-8	0.6%	-3	-0.1
CCOC(=O)C1=C(N)OC2=C(C(=O)CCC2)C12C(=O)N1c3c(ccc(C)c32)C(C)=CC1(C)C (stereo unspecified)	14	-3	-3	2	-1	13	2.0%	-2	-0.5
CN1C(=O)N(C)C(=O)C(CCc2ccncc2)(Cc2ccc3c(c2)OCO3)C1=O	-1	3	-6	2	1	0	1.1%	11	0.0
O=C(O)C1C2c3ccccc3C(c3ccccc32)C1C(=O)Nc1ccccc1 (stereo unspecified)	-9	1	12	5	-9	-6	1.1%	-8	1.1
O=C(c1cc2cc(Br)ccc2[nH]1)N1CCC2(CC1)OCCO2	-2	7	-1	-4	0	0	4.2%	0	1.2
COc1ccc(N2CCN(Cc3nc4ccccc4[nH]3)CC2)cc1	3	1	-10	-23	-9	5	2.6%	27	1.0
O=C(CCC(=O)N1C[C@H]2C[C@@H](C1)c1cccc(=O)n1C2)NCc1ccccc1	-2	3	-6	x	-6	-16	-0.3%	-3	0.1
Continuation:
SMILES	TRHR enhancer	D1 ag	D2 PAM	RXFP1 antag	D1 potentiator	D1 antagonist	RXFP1 ag	D2 antag	D2 ag
CC(C)N1CCN(Cc2cc3c(cc2Cl)OCO3)CC1CCO (stereo unspecified)	-4	1	-8	-15	-6	-13	1.5%	4	1.0
Fc1ccc(CNC2CN3CCC2CC3)cc1 (stereo unspecified)	-3	15	7	9	-8	9	1.7%	9	0.5
O=C1C2CCCN2C(c2ccc(Cl)c(Cl)c2)N1c1ccccn1 (stereo unspecified)	5	-2	-23	-3	-10	3	0.7%	-14	0.2
C=C[C@@H]1C[C@@]1(C)[C@@H](NP(=O)(c1ccccc1)c1ccccc1)c1ccccc1	-9	-2	-1	x	-2	6	0.0%	-15	-0.7
Cc1ccccc1-n1c(O)c(/C=N/NC(=O)c2ccccc2O)c(=O)[nH]c1=S	-4	1	-10	4	-8	7	-0.6%	-1	-0.4
CCN(CC)CCNCc1nc2ccccc2c(=O)n1-c1ccc(F)cc1	0	3	-1	x	-1	4	11%	0	0.4
COC(=O)C1=C(c2ccc(F)cc2OCc2ccccc2)C[C@@H]2CC[C@H]1N2C(=O)NCc1ccccc1OC	-4	3	-7	x	-6	8	1.0%	4	0.5
S=C(c1ccc(Cl)cc1)N1CCOCC1	1	-1	2	13	3	-3	0.5%	-11	0.6
O=c1[nH]c(=S)n(Cc2ccc(F)cc2)c(O)c1C=NCCCn1ccnc1	-3	1	1	0	0	-1	-1.1%	3	0.4
CCCCCCN=C(C)c1c(O)n(CCCC)c(=O)[nH]c1=O	-1	2	2	-20	0	3	-0.8%	-5	0.5
CC(C)NC(C)Cc1ccc(I)cc1 (stereo unspecified)	-5	11	-19	x	-4	3	-0.8%	-1	1.2
O=C1CCCN1CC#CCN1CCCC1	3	3	7	x	3	18	5.3%	-8	2.3
Cn1c(O)c(C(=O)c2ccccc2Cl)c(=O)n(C)c1=O	10	4	7	5	-2	2	-0.1%	-6	-0.3
CCc1sc(C(=O)N2CCC3(CC2)OCCO3)cc1Br	0	0	x	-9	1	14	-0.5%	x	x
CCN(CC)CCN1Cc2ccccc2C1=N	-2	5	0	-15	-1	13	1.3%	0	0.0
CC(C)CCC1(CCc2ccncc2)C(=O)NC(=O)NC1=O	-1	1	1	5	-8	9	0.1%	-3	0.1

A portion of the library (hit frequency here may not be typical).
